PGC1a acetyl inh – lowers PGC1a acetylation signal in U2OS cells; inhibition, % at 15.6 µM; 350,000 compounds, 0.17% hits; AlphaScreen anti-acetyl-lysine; with virally co-expressed GCN5 acetyltransferase;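 active means every replicate shows inhibition of at least 40%; inconclusive means mean inhibition at least 40% but some replicate below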;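 further: 0% = neutral control wells and 100% = positive control wells; some results beyond the cut were filed as inactive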
PglD inh – inhibitors of Campylobacter jejuni PglD acetyltransferase; purified PglD enzyme, DTNB colorimetric CoA detection; inhibition, % at 12.5 µM; 360,000 compounds, 0.098% hits; in the data active means inhibition above about 16%, passing the limit was not always enough; inconclusive means no clear call, values can overlap the other calls; further: strong numbers were not always called active
LGR2 inh – blocks bursicon-induced cAMP signaling via Drosophila LGR2. HEK293 LGR2, CRE-luciferase, bursicon-stimulated, 4 h. inhibition, % at 9.99 µM. 380,000 compounds, 0.35% hits. AID 720647;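 active means drop in luminescence signal, shown as inhibition above about 50% in the replicate tests, limit read from the data, passing the limit was not always enough; inconclusive means probably only some replicates passing the limit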;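 further: agonist challenge used bursicon conditioned medium at about half maximal strength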
PAX8 inh HTS – inhibitors of PAX8 transcriptional activity in RMG-I cells; 360,000 compounds, 1.2% hits; AID 652154; RMG-I TPO-luciferase reporter, SteadyGlo, 24 h; inhibition, % at 12.6 µM;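 active means mean replicate inhibition at least 60% with every replicate also reaching 60%; inconclusive means only one of the two criteria is met; inactive means mean below 60% and not all replicates reaching 60%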;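 further: luciferase light reporting Pax8 driven TPO promoter activity; plate controls were median of neutral control wells for no effect and mitoxantrone controls for full effect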
ARNT-TACC3 inh – ARNT/TACC3 interaction disruption. Q9Y6A5. AlphaScreen His-ARNT PAS-B/GST-TACC3 binding, luminescence; TACC3 fragment carries E629A point mutation. inhibition, % at 9.99 µM. 390,000 compounds, 0.66% hits. AID 623870;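 active means mean inhibition of replicates at least 50% and at least half of replicates each reaching 50%; inconclusive means half or more replicates reach 50% but mean below 50%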;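 further: 0% = complete ARNT plus TACC3 wells and 100% = ARNT alone without TACC3; many hits fall short of the cut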
Statin myotox sup – suppression of simvastatin myotoxicity; 330,000 compounds, 0.78% hits; AID 602340; C2C12 myotubes + simvastatin, ATP luminescence, 48 h; scaled: DMSO 0, geranylgeraniol control 100; rescue of ATP level, % at 7.49 µM;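 active means mean ATP rescue above about 67%, or every replicate alone reaching that limit, limit read from the data, passing the limit was not always enough; inconclusive means no clear call, values can overlap the other calls; inactive means mean under the limit and some replicate under it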;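 further: myotubes were challenged with 10 µM simvastatin during compound exposure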
Cneo AK release – causes C. neoformans cell lysis. adenylate kinase release luminescence, 4 h; normalised: neutral wells 0, clomiphene wells 100. lysis activity, % at 15 µM. 360,000 compounds, 0.2% hits;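 active means mean lysis activity across replicates of at least 80%, whatever share of replicates individually reach that level; inactive means mean lysis activity below 80%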
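Signal: Adenylate kinase release luminescence | Assay system: Log-phase Cryptococcus neoformans yeast cells | Input: Cells at 5 × 10^6 per mL | Buffer or medium: Fresh YPD growth medium | Compound: Single dose | Schedule: Static 4 h at 37 °C with compound, 1 h detection | Controls: Clomiphene | Read-out: Luminescence rise reflecting yeast cell lysis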
GSIS activator – primary screen for activators of insulin secretion dependent on glucose, INS-1E cells, GLuc reporter luminescence | activation, % at 16.6 µM | 370,000 compounds, 0.61% hits | INS-1E GLuc reporter insulin secretion, 2-3 h | AID 743287;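 active means lowest replicate activation of at least 40%, so every replicate reaches that level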;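 further: 0% = median of neutral control wells and 100% = median of IBMX positive control wells; some compounds called inactive have numbers as strong as hits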
Numbers without * were called inactive; ? = inconclusive; nt = no result given; & = joins results of further samples.

SMILES	PGC1a acetyl inh	PglD inh	LGR2 inh	PAX8 inh HTS	ARNT-TACC3 inh	Statin myotox sup	Cneo AK release	GSIS activator
CCNC(=O)C1(C)CCN(C(=O)c2ccc3c(c2)OCO3)C1 (stereo unspecified)	nt	3.0	26.8	-18.1	nt	-8.8	2.4	-10.3
O=C(Nc1ccc(Oc2ccccc2)nc1)C1CCCCN1Cc1cccc(O)c1 (stereo unspecified)	1.2	2.2	-4.9	14.3	33.6	53.1	-3.4	14.3
COc1ccc(NC(=O)Nc2ccc3c(c2)C(=O)N([C@@H](C)CO)C[C@H](C)[C@@H](CN(C)S(=O)(=O)c2ccc(Cl)cc2)OCCCC[C@@H](C)O3)cc1	-0.3	-3.0	19.9	5.8	-0.6	nt	-17.5	13.9
C[C@@H]1CN([C@@H](C)CO)C(=O)c2ccccc2-c2ccccc2CO[C@@H]1CN(C)C(=O)Nc1ccc2c(c1)OCO2	-8.2	-2.7	-1.2	3.6	5.7	-2.5	-0.5	-10.8
CN1c2ccc(-c3cccc(C#N)c3)cc2[C@@H]2[C@@H](CCN2S(=O)(=O)c2ccccc2)[C@H]1CO	-2.8	-0.1	36.4	22.9	-7.1	-35.4	-5.3	7.1
O=C(c1ccccc1Br)N1CCN(c2ncccn2)CC1	-0.8	5.3	3.8	11.5	-17.3	-1.1	-3.4	6.2
CC(=O)Oc1c(C)c(OC(C)=O)c2c(c1C(C)=O)OC1CC(=O)C(C(C)=O)=C(O)C21C (stereo unspecified)	-2.1	1.8	4.6	-7.8	-0.3	-2.7	-2.6	-21.8
CCC(=O)N(C)C[C@@H]1Oc2cc(C#Cc3cccnc3)ccc2S(=O)(=O)N([C@H](C)CO)C[C@H]1C	?	-1.0	12.8	-1.5	3.8	20.9	-1.0	26.5
CC(C)CC#Cc1ccc2c(c1)O[C@H](CN(C)S(=O)(=O)c1ccc(F)cc1)[C@@H](C)CN([C@H](C)CO)S2(=O)=O	0.4	-0.4	-2.6	11.8	15.1	-36.0	-3.3	-8.7
CN(C)CC(=O)N1[C@H](C#N)[C@@H](c2ccc(C#CC3CCCC3)cc2)[C@@H]1CO	-18.0	2.1	-8.3	-7.9	2.6	6.1	-4.1	10.0
O=C(c1ccc2c(c1)OCO2)N1CCCc2ccccc21	nt	-3.6	nt	nt	-8.2	0.7	8.0	nt
COC(C(=O)Nc1ccc(S(=O)(=O)Nc2cccc3ccccc23)cc1)c1ccccc1 (stereo unspecified)	nt	nt	12.0	5.9	9.8	nt	nt	-22.9
CC(OC(=O)c1ccco1)C(=O)NC1CCCCC1 (stereo unspecified)	6.2	4.4	nt	6.0	-3.6	nt	-0.6	0.0
COc1cccc(CC(=O)NC2CCSc3ccccc32)c1 (stereo unspecified)	5.4	-3.1	-2.6	9.0	nt	10.2	2.7	12.4
C[C@H]1CN([C@@H](C)CO)C(=O)c2cccc(NC(=O)CCCCCC(=O)Nc3ccccc3N)c2O[C@H]1CN(C)Cc1ccc(C(F)(F)F)cc1	-3.9	nt	2.1	46.1	nt	nt	nt	13.7
CC(C)=CC(=O)Nc1ccc(OCc2ccccc2)cc1	-14.7	nt	nt	-137.6	8.9	-21.8	nt	3.9
O=C(Nc1ccc2c(c1)[C@H]1C[C@@H](CC(=O)N3CCOCC3)O[C@H](CO)[C@H]1O2)NC1CCCCC1	7.9	3.4	14.3	-17.4	-18.2	-8.8	-3.2	-7.4
O=C(N/N=C/c1ccc(OCC(=O)N2CCCCC2)cc1)c1ccccc1O	2.0	0.0	-22.4	-0.9	7.5	-0.4	-4.7	0.1
COc1ccc(C(=O)Nc2ccccc2N2CCN(C(=O)C(C)C)CC2)cc1Cl	nt	3.9	-10.2	nt	2.9	-4.3	3.8	6.0
CCN(CC)C(=O)n1cnc(-c2ccccc2)c1-c1ccccc1	nt	nt	3.7	-6.8	-4.9	nt	nt	1.4
COc1cccc(NC(=O)CSc2ccc3nnc(-c4ccncc4)n3n2)c1	-0.7	-2.9	-4.2	5.1	5.1	10.9	-0.5	nt
Cc1c(C)n(CCCN(C)C)c2ncnc(NCc3ccccc3)c12	-0.8	-5.2	-5.3	-1.4	2.8	5.1	-1.8	-16.9
O=C(NN1CCCCC1)c1cccc2ccccc12	6.3	nt	-17.8	-11.0	6.9	0.9	0.3	-1.4
C[C@H](NC(=O)C[C@@H]1C[C@@H]2c3cc(NC(=O)c4cccnc4)ccc3O[C@@H]2[C@H](CO)O1)c1ccccc1	0.2	-0.2	12.3	-2.1	1.7	0.9	-1.8	-7.6
C[C@@H]1CN([C@H](C)CO)C(=O)CCCn2nncc2CO[C@H]1CN(C)Cc1cccc2c1OCCCO2	-0.9&9.7&-1.5	5.6&1.7	18.2&10.3	-6.5&-11.0&-3.1	3.5	0.8&7.9&-0.5	0.2&0.6	3.1&8.3
Cc1ccc(C)c(NC(=O)c2nc(Cl)ccc2Cl)c1	nt	0.0	-35.1	-9.7	-5.0	-3.9	-0.8	-8.2
O=S(=O)(Cc1ccc(Cl)cc1)NCc1cccnc1	-0.8	-1.9	2.6	12.6	nt	nt	-1.0	-5.1
O=S(=O)(NCCn1ccc2ccccc21)c1ccccc1	nt	-1.1	-3.7	-0.9	-3.1	27.4	1.0	0.0
O=C(Nc1ccc(-c2nc3ccccc3[nH]2)cc1)C1CCCO1 (stereo unspecified)	-25.5	2.5	?	nt	23.3	-250.6	-4.6	-8.1
Cc1cc(NC(=O)c2ccc(S(=O)(=O)N3CCOCC3)cc2)no1	-9.9	nt	19.1	-3.3	17.2	nt	nt	1.4
COc1ccc(NC(=O)N(C)C[C@H]2Oc3ccc(NC(=O)NC4CCCCC4)cc3C(=O)N([C@H](C)CO)C[C@@H]2C)cc1	2.9&-1.2	-1.5&-1.9	13.5&-0.4	-0.8&-2.9	1.1&-3.9	8.0&6.5	-5.0&0.1	-6.9&-2.2
CC(=O)Nc1cc(N2C(=O)CCC2=O)ccc1Cl	7.2	-4.4	4.6	-10.9	0.8	-3.8	1.1	10.1
O=C(C[C@H]1C=C[C@@H](NS(=O)(=O)c2ccc(F)cc2)[C@H](CO)O1)NCCN1CCCCC1	-1.5	-1.3	-3.3	-3.5	nt	-3.0	-0.3	14.2
Cc1ccc(C)c(NS(=O)(=O)c2cc(C(=O)NCc3ccccn3)ccc2Cl)c1	3.2	-4.8	nt	nt	-0.7	0.8	-1.1	-1.2
Cc1nn(C)cc1NC(=O)C[C@@H]1CC[C@H]2[C@H](COc3ccc(NC(=O)Nc4cccc(Cl)c4)cc3C(=O)N2C)O1	2.3	1.4	18.1	5.2	9.4	-5.0	-1.9	-6.8
CCCC(=O)N1CCC1(C)C(=O)Nc1ccccn1 (stereo unspecified)	8.5	0.8	8.1	12.3	nt	2.5	0.6	-0.3
Cc1ccc(CNC(=O)NCc2ccccc2)cc1	nt	nt	-6.9	-11.0	0.5	nt	nt	-2.2
COc1ccc(-c2ccc([C@@H]3[C@H]4CN(C(=O)NC(C)C)CC(=O)N4[C@H]3CO)cc2)cc1	-1.1	nt	9.5	4.5	nt	nt	nt	15.1
CC1CCC(NCCNC(=O)c2ccco2)CC1 (stereo unspecified)	4.4	-4.7	11.4	11.9	-1.7	11.1	6.3	43.9*
CC(=O)N1CCCCN2[C@H](C1)[C@H](c1ccc(-c3ccc(F)cc3)cc1)[C@@H]2CO	-1.2	0.6	-2.3	29.2	-8.3	nt	0.0	-5.4
Cc1cccn2c(=O)c(/C=C3\SC(=S)N(CC(C)C)C3=O)c(NCCCOC(C)C)nc12	5.9	8.5	nt	nt	1.1	-99.6	0.6	nt
CCOC(=O)c1c(NC(=O)CSc2nnc(CNc3ccc(OC)cc3)n2C)sc(C)c1C	-1.5	nt	nt	20.3	-0.6	-5.3	nt	nt
CCN(CC)S(=O)(=O)c1ccc2oc(SCC(=O)Nc3cc(C)on3)nc2c1	22.1	-3.1	-3.6	2.2	12.2	-3.4	-2.7	19.7
CC1CCCCN1C(=O)c1cnn2c(C(F)(F)F)cc(-c3ccco3)nc12 (stereo unspecified)	4.1	0.9	nt	nt	-5.4	1.5	3.1	nt
C/C(=N/Nc1nc(C)c(C)s1)c1cccc([N+](=O)[O-])c1	-0.6	0.8	-31.1	-38.0	-6.4	-19.8	1.8	-4.5
CC(=O)Oc1ccc2c(c1)C(=O)c1ccccc1C2=O	3.1	-1.7	-20.0	-14.5	-5.0	16.4	-2.2	-17.7
O=C(O)CCc1ccc(-c2ccc(Br)cc2)n1NC(=O)c1ccc([N+](=O)[O-])cc1	-9.4	-5.0	-3.6	2.5	8.1	-6.9	-2.7	-8.5
COc1ccc(C(CNC(=O)c2oc3cc(C)c(Cl)cc3c2C)N2CCCCC2)cc1 (stereo unspecified)	-1.6	-0.2	nt	nt	6.8	-7.2	-1.7	nt
Cc1ccc(N=Nc2c(N)[nH]n3c(=O)cc(-c4ccccc4)nc23)cc1	2.9	5.2	nt	nt	0.5	nt	-0.8	nt
NC(=O)CCC(C(=O)O)N1C(=O)c2ccc(O)cc2C1=O (stereo unspecified)	nt	-4.5	2.9	-5.1	-6.8	5.4	-0.1	5.4

Of the compounds above, these have an aryl thioether with sulfur outside any ring.
SMILES	PGC1a acetyl inh	PglD inh	LGR2 inh	PAX8 inh HTS	ARNT-TACC3 inh	Statin myotox sup	Cneo AK release	GSIS activator
COc1cccc(NC(=O)CSc2ccc3nnc(-c4ccncc4)n3n2)c1	-0.7	-2.9	-4.2	5.1	5.1	10.9	-0.5	nt
CCOC(=O)c1c(NC(=O)CSc2nnc(CNc3ccc(OC)cc3)n2C)sc(C)c1C	-1.5	nt	nt	20.3	-0.6	-5.3	nt	nt
CCN(CC)S(=O)(=O)c1ccc2oc(SCC(=O)Nc3cc(C)on3)nc2c1	22.1	-3.1	-3.6	2.2	12.2	-3.4	-2.7	19.7

Compound profiles, from the list above:
Entry for `NC(=O)CCC(C(=O)O)N1C(=O)c2ccc(O)cc2C1=O` (stereo unspecified) → PGC1a acetyl inh: nt; PglD inh: -4.5; LGR2 inh: 2.9; PAX8 inh HTS: -5.1; ARNT-TACC3 inh: -6.8; Statin myotox sup: 5.4; Cneo AK release: -0.1; GSIS activator: 5.4
Entry for `O=S(=O)(NCCn1ccc2ccccc21)c1ccccc1` → PGC1a acetyl inh: nt; PglD inh: -1.1; LGR2 inh: -3.7; PAX8 inh HTS: -0.9; ARNT-TACC3 inh: -3.1; Statin myotox sup: 27.4; Cneo AK release: 1.0; GSIS activator: 0.0

Further records
SMILES	PGC1a acetyl inh	PglD inh	LGR2 inh	PAX8 inh HTS	ARNT-TACC3 inh	Statin myotox sup	Cneo AK release	GSIS activator
COc1ccccc1CC(=O)Nc1ccc(C(=O)N2CCCCC2)cc1	-0.5	0.5	-4.6	1.0	1.0	-8.7	-1.3	-4.6
CC1C(=O)N(Cc2cn(CCC3OCCO3)nn2)CCS(=O)(=O)N1Cc1ccc(-c2ccc(Cl)cc2)cc1 (stereo unspecified)	9.1	0.7	-0.8	16.6	nt	-19.4	-0.6	-13.8
N#Cc1ccc(C(=O)NC(=S)N2CCOCC2)cc1	20.0	5.9	-18.9	2.0	-4.6	-8.2	1.9	13.3
C[C@@H]1CCCCO[C@@H](CN(C)C(=O)CCCN(C)C)[C@H](C)CN([C@H](C)CO)C(=O)c2cc(NC(=O)Nc3ccc(F)cc3)ccc2O1	-3.4	-0.4	-24.4	-47.9	6.5	nt	3.3	-1.7
